Screens deposited in PubChem by National Center for Advancing Translational Sciences (NCATS).
PI5P4K alpha inh: blocks human PI5P4K alpha kinase activity; PI5P4Kalpha enzyme, ADP-Glo luminescence, 60 min; stronger effect = lower value; P48426; actives 1.2% (n = 330,000); AID 652105; max response, %; active = max response of -50% or lower; inconclusive = between -30% and -50%; inactive = -30% or higher; note: value at the top dose of about 77 µM; % is set by controls: 0 for no effect and ±100 for the full control effect
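ADP-Glo luminescence end-point after a 60 min room-temperature kinase reaction. PI5P4Kalpha and substrate in HEPES pH 7.4 buffer with EGTA, 0.1% CHAPS and 5% DMSO; ATP at 5 microM final.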
EPAC1 antag: antagonists of human EPAC1; actives 0.14% (n = 360,000); AID 720709; O95398; EPAC1 GEF assay, Rap1b-BODIPY-GDP exchange fluorescence; Potency, µM (top dose mostly 115 µM), for the others: at the highest dose activity change, negative = inhibition, most hits filed as inhibitors;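 note: potency is the fitted concentration of half-maximal effect; plate controls were vehicle for no effect and positive control for full effect; nearly all actives have a fitted effect of over 50% in size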
Target sequence (O95398 whole entry, looked up): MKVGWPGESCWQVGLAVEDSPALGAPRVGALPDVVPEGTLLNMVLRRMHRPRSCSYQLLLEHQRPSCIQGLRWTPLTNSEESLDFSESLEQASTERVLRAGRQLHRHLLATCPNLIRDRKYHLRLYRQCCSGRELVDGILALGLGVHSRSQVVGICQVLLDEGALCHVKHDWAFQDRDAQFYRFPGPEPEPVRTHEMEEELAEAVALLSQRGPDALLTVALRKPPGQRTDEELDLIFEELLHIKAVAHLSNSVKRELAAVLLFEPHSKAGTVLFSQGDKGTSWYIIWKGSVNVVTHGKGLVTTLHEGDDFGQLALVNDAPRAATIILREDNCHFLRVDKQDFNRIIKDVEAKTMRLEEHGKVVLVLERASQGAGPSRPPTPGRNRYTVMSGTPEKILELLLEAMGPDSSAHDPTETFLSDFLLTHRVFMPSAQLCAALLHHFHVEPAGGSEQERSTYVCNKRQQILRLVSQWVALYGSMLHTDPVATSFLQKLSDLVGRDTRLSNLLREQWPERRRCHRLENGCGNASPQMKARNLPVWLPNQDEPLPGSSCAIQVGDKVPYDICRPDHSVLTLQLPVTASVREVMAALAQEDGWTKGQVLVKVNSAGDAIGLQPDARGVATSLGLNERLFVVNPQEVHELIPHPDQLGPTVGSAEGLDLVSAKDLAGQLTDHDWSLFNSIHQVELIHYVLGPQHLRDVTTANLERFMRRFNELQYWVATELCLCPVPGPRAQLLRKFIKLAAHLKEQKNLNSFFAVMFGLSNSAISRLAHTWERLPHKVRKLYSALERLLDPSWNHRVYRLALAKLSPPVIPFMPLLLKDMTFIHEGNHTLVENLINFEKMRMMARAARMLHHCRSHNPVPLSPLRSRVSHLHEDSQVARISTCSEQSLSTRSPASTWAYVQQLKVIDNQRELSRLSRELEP
Abeta yeast res: compounds reversing amyloid beta toxicity in yeast; yeast expressing A-beta42, growth rescue, OD600, 48 h; response scale: 0% DMSO, 100% iron-clioquinol control; Potency, µM (titrated, usually from 46.1 µM), without a hit: at the top dose growth rescue, actives largely listed as activators; actives 0.063% (n = 410,000); AID 1347071; note: potency is the fitted concentration of half-maximal effect; nearly all actives have a fitted effect of over 55% in size
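Growth rescue measured by 600 nm absorbance after 48 h yeast culture at 30 C with compound. Values normalized between DMSO and an equimolar ferric chloride plus clioquinol control.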
PLK1 PBD block: blocks phosphopeptide binding to human PLK1 polo-box domain; P53350; Plk1 PBD binding of FITC phosphopeptide, fluorescence polarization; Potency, µM, without a hit: max response, negative = inhibition, hits mostly inhibitors; actives 2.8% (n = 360,000); AID 720504; note: potency is the fitted concentration of half-maximal effect; series mostly up to about 57 µM; % is set by controls: 0 for no effect and ±100 for the full control effect; nearly all actives have a fitted effect of over 65% in size
FUS suppressor: rescues growth of FUS-expressing yeast | S. cerevisiae FUS-expressing, growth rescue, OD600, 24 h | actives 0.24% (n = 390,000) | Potency, µM (titrated, usually from 76.6 µM), inactives show top-dose growth rescue (activation), most hits filed as activators;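 note: potency is the fitted concentration of half-maximal effect; plate controls were DMSO vehicle for no effect and reference control for full effect; nearly all actives have a fitted effect of over 55% in size; some results filed as inactive show a strong effect at the top dose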
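Cultures pregrown in 2.5% raffinose medium are shifted to minimal medium containing 2% galactose to express toxic FUS. Compounds are tested at several concentrations. After 24hr at 30C, growth is quantified at 600 nm absorbance.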
aSyn rescue: alpha-synuclein toxicity inhibition in yeast; Yeast expressing alpha-synuclein, growth rescue, BacTiter-Glo, 24 h; Potency, µM (series often up to 46.1 µM), without a hit: at the top dose growth rescue (activation), actives largely listed as activators; actives 0.14% (n = 370,000); AID 652106; note: potency is the fitted concentration of half-maximal effect; % of control where 0% means no effect; nearly all actives have a fitted effect of over 65% in size
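Readout is rescue of growth in alpha-synuclein-expressing yeast, so inhibitors of toxicity appear as activators. Growth after 24 hr at 30 deg C in galactose medium is quantified by luminescence.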
IL-2 act: activators of IL-2; IL-2 activation reporter assay, cell-based qHTS; stimulated with anti-CD3/CD4/CD28 beads; in transgenic mouse T cells; activation, % (series mostly up to about 46 µM); actives 0.065% (n = 360,000); in the data active = activation above about 50%; inconclusive = mostly about 30% to 49%; note: 0% is about no effect
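Using fluorescent plate cytometry, EGFP and DsRed are detected in transgenic mouse T cells stimulated 18 h at 37 degrees C with antibody-coated beads after 60 min compound pretreatment.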
EPAC1 ag: activates human EPAC1 exchange factor. O95398. EPAC1 agonist qHTS, biochemical assay; response scale: 100% = response to 6.5 mM cAMP. Potency, µM (titrated, usually from 154 µM), without a hit: at the top dose activation, most hits filed as activators. actives 0.073% (n = 360,000); note: potency is the fitted concentration of half-maximal effect; nearly all actives have a fitted effect of over 60% in size
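Nucleotide exchange by EPAC1 (100 nM) on Rap1B–BODIPY-GDP (250 nM) in the presence of 50 uM GDP is tracked fluorescently at 480/540 nm over 30 min. Signals are normalized to a 6.5 mM cAMP control.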
WRN inhibitor: inhibitors of human WRN helicase; Potency, µM (doses to about 114 µM), inactives show top-dose activity change, negative = inhibition, hits mostly inhibitors; Q14191; actives 0.46% (n = 360,000); WRN helicase unwinding, fluorescent forked duplex, kinetic; note: potency is the fitted concentration of half-maximal effect; % is set by controls: 0 for no effect and ±100 for the full control effect; nearly all actives have a fitted effect of over 55% in size
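Screening of the MLSMR collection measured strand separation of a quenched forked DNA duplex (100 nM) by 20 nM WRN with 2 mM ATP, all final. Compounds were preincubated with enzyme 15 min at room temperature.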
* hit, by the source's call; ? = inconclusive; . = no result given; & = joins results of further samples; [ ] = another dose, or the depositor's remark. Unless noted, calls come from the whole dose curve; as a rule, active = well fitted curve in the direction sought with a large enough effect; inconclusive = small, poorly fitted or top-dose-only effect, or another doubt; inactive = no such curve, though single readings can be large; an effect the other way counts as inactive or inconclusive.

SMILES	PI5P4K alpha inh	EPAC1 antag	Abeta yeast res	PLK1 PBD block	FUS suppressor	aSyn rescue	IL-2 act	EPAC1 ag	WRN inhibitor
Cc1ccc(S(=O)(=O)N2CCOC2C(Cl)(Cl)Cl)cc1 (stereo not drawn)	2	-21%	5%	-4%	-3%	-2%	-2.5	-4%	0%
C[C@H]1CN([C@@H](C)CO)S(=O)(=O)c2ccc(Br)cc2O[C@H]1CN(C)C(=O)CN(C)C	3	-10%	0%	-13%	-20%	-1%	0.3	0%	3%
COc1ccc(S(=O)(=O)/C(C#N)=C/Nc2ccc(NC(C)=O)cc2)cc1	3	-5%	-1%	-9%	3%	-2%	1.2	10%	-5%
CC(=O)OCCn1c(C)[n+](CCOC(C)=O)c2cc(Cl)c(Cl)cc21	-1	-4%	-6%	0%	-6%	0%	0.5	1%	-12%
CCN(CC)C(=O)Nc1cnc2ccccc2c1	-5	8%	12%	-2%	-30%	0%	-0.2	-5%	6%
CCCCn1c(CN2CCN(C(=O)OCC)CC2)nc2c1c(=O)[nH]c(=O)n2C	.	-8%	8%	-4%	17%	7%	-0.4	0%	3%
O=c1c2ccccc2nc(SCc2ccc([N+](=O)[O-])cc2)n1-c1ccc(Cl)cc1	1	-5%	4%	-13%	5%	-2%	-1.6	12%	-25%[57.1 µM]
Cc1csc(NC(=O)c2cccn2C)n1	.	1%	1%	-2%	-16%	0%	-0.4	9%	-11%
Cc1cc(C(=O)OCC(=O)Nc2nc(-c3ccccc3)cs2)c(C)o1	4	3%	11%	-1%	-12%	-5%	-0.3	-8%	-10%
Cc1coc2c1c(C)cc1oc(=O)c(CC(=O)NCCC(=O)O)c(C)c12	3	15%	-5%	-15%	-11%	-1%	1.8	2%	-4%

Three entries already listed, ordered by molecular weight, highest first.
SMILES	PI5P4K alpha inh	EPAC1 antag	Abeta yeast res	PLK1 PBD block	FUS suppressor	aSyn rescue	IL-2 act	EPAC1 ag	WRN inhibitor
Cc1cc(C(=O)OCC(=O)Nc2nc(-c3ccccc3)cs2)c(C)o1	4	3%	11%	-1%	-12%	-5%	-0.3	-8%	-10%
Cc1ccc(S(=O)(=O)N2CCOC2C(Cl)(Cl)Cl)cc1 (stereo not drawn)	2	-21%	5%	-4%	-3%	-2%	-2.5	-4%	0%
CCN(CC)C(=O)Nc1cnc2ccccc2c1	-5	8%	12%	-2%	-30%	0%	-0.2	-5%	6%

Next part
SMILES	PI5P4K alpha inh	EPAC1 antag	Abeta yeast res	PLK1 PBD block	FUS suppressor	aSyn rescue	IL-2 act	EPAC1 ag	WRN inhibitor
CCCCSc1nc2c(c(C(F)(F)F)c1C#N)CCC2	3	6%	13%	-1%	21%	0%	-0.5	-2%	8%
CC1CCN(CCCNC(=O)c2n[nH]c(=O)c3ccccc23)CC1	-1	-11%	17%	1%	21%	1%	-1.0	6%	-7%
Cc1ccc(C(=O)O)cc1NCc1ccncc1	3	2%	12%	-1%	11%	0%	1.9	1%	-3%
Cc1ccc(CN2C(=O)CCC2C(=O)N2CCN(c3ccccc3)CC2)cc1 (stereo not drawn)	-1	-2%	4%	1%	-8%	-1%	-0.9	14%	6%
Cc1cccc(-c2nnc(SCC(=O)C(C)(C)C)n2C)c1	2	-7%	-9%	-4%	13%	1%	2.0	4%	-1%
O=C(NCc1ccco1)Nc1cccc([N+](=O)[O-])c1	1	30%	1%	1%	3%	-8%	1.0	2%	8%
COc1ccc(NC(=O)C[C@H]2C(=O)N(Cc3ccccc3)C[C@@H]2C)cc1	-9	-1%	-4%	-3%	-15%	1%	-1.2	-2%	-1%
Cc1cccc(Oc2nc(-c3ccncc3)nc3ccccc23)c1	24	-4%	-27%	2%	9%	?	-4.0	1%	-2%
CCOc1ccc(S(=O)(=O)NCc2ccc3c(c2)OCO3)cc1	2	-26%	-7%	-14%	-19%	0%	0.6	0%	3%
O=C(CSc1nncs1)Nc1ccc(N2CCCCC2)cc1	-14	12%	5%	1%	.	1%	-4.4	4%	9%
COCC1CCN(Cc2nc(Cc3ccccc3Cl)no2)CC1	-1	26%	-14%	-6%	-9%	-15%	-1.6	4%	1%
COc1ccc(C2SCC(=O)N2c2c(C)n(C)n(-c3ccccc3)c2=O)cc1OC (stereo not drawn)	0	4%	-10%	?	26%	-4%	-4.2	-4%	-8%
COc1cc(/C=N/NC(=O)CC23CC4CC(CC(C4)C2)C3)cc(Br)c1OCC(=O)N(C)C	4	?	-1%	-11%	?	5%	-1.2	17%	-11%
CCc1ccccc1N(C(=O)c1snc(C(N)=O)c1N)C(C(=O)NCC1CCCO1)c1ccc(OC)c(OC)c1 (stereo not drawn)	4	5%	-8%	4%	-1%	1%	0.0	-3%	3%
CCN(CC(=O)Nc1ccc(NC(C)=O)cc1)C(=O)Cc1coc2cc(C)c(C)cc12	-2	-6%	10%	4%	9%	5%	0.4	3%	-2%
C[C@H]1CN=C(Nc2ccccc2)N1CC1CCCCCC1	-1	-26%	7%	-8%	-14%	-1%	-5.4	8%	5%
O=C(NCc1ccc2c(c1)OCO2)c1cc(-c2ccc(Cl)cc2Cl)on1	-5	-16%	17%	-2%	18%	-1%	2.3	-3%	5%
CC(C)(C)NC(=O)CCN1CCOCC1	8	-4%	8%	-1%	-57%[inhibitor]	-4%	1.1	3%	4%
CC(C)(C)c1ccc(C(=O)NCc2nnc(SCC(=O)NC3CCCC3)o2)cc1	0	0%	-11%	-15%	.	-3%	-4.5	0%	-17%
CCOC(=O)c1ccc(-n2c(N)c(C(=O)NCc3ccco3)sc2=S)cc1	.	?	7%	24µM*	37%	1%	-0.4	1%	-15%
COCCn1c(=S)[nH]c2cc(C(=O)NCCc3ccccc3)ccc2c1=O	-58*	-14%	8%	-7%	-10%	3%	-2.6	8%	-10%
CCN(c1ccccc1)S(=O)(=O)c1ccc(C(=O)NCCCn2ccnc2)cc1	-5	9%	-11%	-4%	20%	-3%	0.9	-1%	5%
CCOc1ccc(NC(C)=O)cc1	3	0%	-7%	-5%	-33%	-10%&-4%	0.5	-3%	-1%
COc1ccc(CNC(=O)CN2C(=O)CC(c3ccccc3)=Nc3ccccc32)cc1	0	-10%	14%	-12%	28%	2%	2.2	-4%	-11%
CCCCn1c(N)c(N(CCOC)C(=O)CSc2nnc(-c3ccc(C(C)(C)C)cc3)n2N)c(=O)[nH]c1=O	6	7%	-4%	-2%	27%	-5%	2.5	-11%	-2%
Cc1c(C(=O)c2ccc(F)cc2F)c2ccccn2c1CCC#N	5	?	9%	-13%	8%	-6%	1.3	-15%	7%
COn1c(=O)c(-c2ccccc2)[n+]([O-])c2ccccc21	-6	-8%	3%	-7%	9%	0%	-0.3	5%	2%
CCCCC(=O)NCCc1ccc(OC)cc1	-11	3%	-6%	-6%	8%	-9%	-2.8	3%	10%
CN(Cc1ccon1)Cc1cn(Cc2ccccc2)nc1-c1ccc2c(c1)OCO2	3	-2%	-2%	-14%	-27%	0%	-2.3	12%	8%
O=C1NC[C@@H](c2ccccc2)OC(=O)[C@@H](Cc2ccc(F)cc2)CC/C=C/C[C@@H]1CC(=O)N(CCO)Cc1ccccc1	-4	-7%	5%	-2%	?	8%	-3.1	-7%	-4%
CC1(C(=O)NS(=O)(=O)c2ccccc2)CCN1C(=O)Cc1ccc(Cl)cc1Cl (stereo not drawn)	-1	-7%	2%	-7%	0%	-1%	2.0	-4%	2%
COc1ccc(S(=O)(=O)N2CCOC2CNC(=O)C(=O)NCc2ccc(F)cc2)cc1OC (stereo not drawn)	0	11%	10%	1%	.	-1%	-5.2	7%	-34%
O=C(COC(=O)CCC(=O)c1ccc(Cl)cc1)NCc1ccco1	-52*	-20%	-3%	-16%	22%	3%	1.0	-2%	?
Nc1cc(OC(=O)c2cccs2)nn1S(=O)(=O)c1ccccc1	-8	-20%	20%	-22%	6%	-3%	-1.5	0%	18%
Cc1nnc2sc(SCc3cccc(Cl)c3)nn2c1=O	2	-10%	-14%	-5%	4%	10%	-3.3	-12%	-18%
CSC1=NCCN1S(=O)(=O)c1ccc2ccccc2c1	10	-6%	4%	-5%	-31%	22%	0.6	9%	-1%
CC(C)(C)N(Cc1ccccc1)C(=O)COC(=O)c1ccc2ccccc2n1	2	2%	27%	-2%	8%	?	-0.6	2%	11%
Cc1c(NC(=O)CSc2ccc(Cl)cc2)cccc1-c1nc2ncccc2o1	.	16%	26%	-12%	34%	2%	-2.6	-3%	-11%
CCCCNC(=O)c1onc(CSc2ccc(F)c(F)c2)c1C(=O)O	-26	4%	-12%	-7%	-19%	-11%	0.2	0%	-3%
O=Nc1c2cc3ccccc3[nH]c-2c2ccccc12	86	-4%	-37%[inhibitor]	1%	-6%	-22%	0.5	1%	-20%
O=C(COC(=O)c1c[nH]c2ccccc12)NC1CCCC1	-5	-13%	-1%	-10%	-10%	-1%	0.2	8%	0%
CCCNC(=O)c1ccccc1NC(=O)c1ccc(CSc2ccccc2)cc1	51	-18%	-6%	-4%	6%	-5%	0.5	9%	-4%
COC(=O)c1cc2n(n1)CCN(Cc1cccc(OC)c1)C2=O	3	16%	6%	-1%	-2%	0%	3.3	11%	-2%
CCC(C)(C)C1CCc2[nH]nc(C(=O)NCCCNC(=O)OC(C)(C)C)c2C1 (stereo not drawn)	0	-21%	1%	-14%	-1%	-2%	-3.3	-10%	-1%
CN(CC(=O)Nc1ccccc1Cl)C(=O)COC(=O)c1ccc(Cl)nc1	-16	5%	-3%	-1%	18%	9%	0.8	0%	-3%
COc1cccc(NS(=O)(=O)c2ccc3c(c2)CC(=O)N3)c1	-10	27%	-10%	0%	41%	?	0.1	-15%	4%
COc1cccc(NC(=O)COC(=O)C2CC2)c1	7	-6%	-14%	-13%	-18%	-11%	-0.3	0%	0%
CCOC(=O)c1c(NC(=O)CSc2nnc(-c3ccncc3)n2Cc2ccco2)sc(C(C)=O)c1C	-3	13%	-2%	-8%	4%	0%	1.2	10%	1%
O=S(=O)(c1ccc(Oc2ccc(Br)cc2)cc1)N1CCOCC1	18	-7%	-33%[inhibitor]	-7%	16%	-2%	-0.1	8%	-12%
